Bfl-1 Bim block: inhibitors of Bim-Bfl-1 interaction, human; Q16548; Bead-based flow cytometry, Bim-Bfl-1 binding inhibition; inhibition, % at 10 µM; 190,000 compounds, 0.12% hits; AID 1008;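 also: 0% = wells without compound plus tracer and 100% = blocker peptide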
Bcl-2 Bim block: human Bim-Bcl-2 interaction inhibition. 190,000 compounds, 0.06% hits. Bead-based flow cytometry, Bim peptide-Bcl-2 binding. P10415. inhibition, % at 10 µM; in the data active = inhibition above about 40%; inconclusive = no clear call, values can overlap the other calls;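 also: 0% = no compound wells with probe peptide and 100% = reference peptide inhibitor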
RGS4-Gao reg: human RGS4-Galphao interaction regulation. Multiplexed bead flow cytometry, RGS4-Galphao binding; actives lie on both sides. binding response (% of control), % at 10 µM. 220,000 compounds, 0.33% hits. AID 1415; in the data active = binding response below about 49% or above about 150%; inactive = in between;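 also: fluorescent Galphao activated with aluminum fluoride binding bead-coupled RGS4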
Target sequence (P09471 whole entry, looked up): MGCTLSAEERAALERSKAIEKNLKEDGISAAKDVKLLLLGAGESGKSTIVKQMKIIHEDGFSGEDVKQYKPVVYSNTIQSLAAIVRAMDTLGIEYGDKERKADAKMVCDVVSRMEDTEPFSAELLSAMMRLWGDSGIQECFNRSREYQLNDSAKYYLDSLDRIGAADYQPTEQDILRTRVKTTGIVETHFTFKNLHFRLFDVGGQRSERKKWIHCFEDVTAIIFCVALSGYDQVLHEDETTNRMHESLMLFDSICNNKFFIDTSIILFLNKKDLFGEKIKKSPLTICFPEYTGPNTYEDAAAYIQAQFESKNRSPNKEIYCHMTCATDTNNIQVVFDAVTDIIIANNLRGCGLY
Mcl1 Noxa PPI: disrupts binding of human Mcl-1 to Noxa peptide. TR-FRET Mcl-1/Noxa peptide binding, 2 h. inhibition, % at 21.7 µM. 220,000 compounds, 1.5% hits. AID 1022;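 active = compounds that cut the protein-peptide binding signal by more than 50% relative to plate controls in a single-dose test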;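 also: His-tagged Mcl-1 with rhodamine Noxa BH3 peptide and terbium anti-His antibody; 0% = Mcl-1 plus Noxa peptide wells and 100% = peptide-only wells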
Target sequence (Q07820 whole entry, looked up): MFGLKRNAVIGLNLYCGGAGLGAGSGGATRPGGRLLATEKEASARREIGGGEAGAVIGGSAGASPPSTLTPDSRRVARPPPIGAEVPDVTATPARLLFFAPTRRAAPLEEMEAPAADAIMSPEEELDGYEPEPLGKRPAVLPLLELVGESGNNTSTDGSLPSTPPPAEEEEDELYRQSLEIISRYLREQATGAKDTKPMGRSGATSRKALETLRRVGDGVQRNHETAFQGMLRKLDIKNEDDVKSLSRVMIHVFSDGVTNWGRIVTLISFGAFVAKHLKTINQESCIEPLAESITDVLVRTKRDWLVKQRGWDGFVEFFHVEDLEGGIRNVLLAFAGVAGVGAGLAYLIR
RGS8-Gao reg: human RGS8-Galphao interaction regulation; 220,000 compounds, 0.34% hits; multiplexed bead flow cytometry, RGS8-Galphao binding; actives lie on both sides; response (percent of control binding), % at 10 µM; P09471; AID 1423; in the data active = response below about 60% or above about 140%; inactive = in between;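 also: Galphao activated as the GDP aluminium fluoride complex binding bead-coupled RGS8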
Bcl-W Bim block: inhibitors of Bim-Bcl-W interaction, human. bead-based flow cytometry, Bim peptide-Bcl-W binding. inhibition, % at 10 µM. Q92843. 190,000 compounds, 0.02% hits;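 also: 0% = bound tracer without compound and 100% = peptide blocker; higher means less fluorescent Bim peptide bound to Bcl-W beads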
Target sequence (Q92843 whole entry, looked up): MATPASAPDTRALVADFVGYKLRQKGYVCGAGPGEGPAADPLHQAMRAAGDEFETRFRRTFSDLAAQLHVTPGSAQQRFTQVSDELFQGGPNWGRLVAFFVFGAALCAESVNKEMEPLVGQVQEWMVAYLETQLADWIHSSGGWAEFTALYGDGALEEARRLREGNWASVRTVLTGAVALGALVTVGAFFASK
Bim-Bcl-XL: disrupts Bim peptide binding to human Bcl-XL | bead flow cytometry, fluorescence | inhibition, % at 10 µM | 190,000 compounds, 0.04% hits | AID 1007
Mcl1 Bid PPI: disrupts binding of human Mcl-1 to Bid peptide. Q07820. TR-FRET Mcl-1/Bid-Dy647 peptide binding, 1536-well. inhibition, % at 21.7 µM. 220,000 compounds, 0.97% hits;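 active = compounds that cut the binding signal by more than half at the single screening dose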;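 also: His-tagged Mcl-1 with europium anti-His antibody binding Bid BH3 peptide; 0% = Mcl-1 plus peptide wells and 100% = peptide-only wells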
Mcl-1 Bim block: human Bim-Mcl-1 interaction inhibition; Q07820; Bead-based flow cytometry, Bim peptide-Mcl-1 binding; inhibition, % at 10 µM; 190,000 compounds, 0.1% hits; AID 1009;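 also: 0% = no compound tracer wells and 100% = peptide blocker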
Bcl-B Bim block: disrupts Bim peptide binding to human Bcl-B; AID 951; inhibition, % at 10 µM; 190,000 compounds, 0.073% hits; bead-based flow cytometry; Q9HD36;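 also: 0% = tracer peptide without compound and 100% = reference inhibitor peptide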
RGS7-Gao reg: regulators of human RGS7-Galphao interaction. Multiplexed bead flow cytometry, RGS7-Galphao binding; actives lie on both sides. P09471. binding response (% of control), % at 10 µM. 220,000 compounds, 0.35% hits; in the data active = binding response below about 49% or above about 150%; inconclusive = no clear call, values can overlap the other calls; inactive = in between;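 also: fluorescent Galphao held in activated GDP-AlF4 state binding bead-coupled RGS7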
* = called active by the depositor; ? = inconclusive; . = no result given. Rule as the data show it, unless noted: active = inhibition above about 40%.

#	Bfl-1 Bim block	Bcl-2 Bim block	RGS4-Gao reg	Mcl1 Noxa PPI	RGS8-Gao reg	Bcl-W Bim block	Bim-Bcl-XL	Mcl1 Bid PPI	Mcl-1 Bim block	Bcl-B Bim block	RGS7-Gao reg	Structure
1	-3	-3	95	4	99	-3	-7	-4	-2	-5	96	CCOC(=O)c1cccnc1NC(=O)c1ccccc1
2	0	0	96	11	92	-3	0	-17	0	0	93	Cc1[nH]c(=O)[nH]c(=O)c1/C=N/NC(=O)[C@H](CC(C)C)NC(=O)OC(C)(C)C
3	-8	-2	101	31	101	-1	-2	-62	-3	-8	101	CCN(CC)c1ccc(NC(=S)NC(=O)c2ccco2)cc1
4	-14	-6	105	6	102	3	-7	2	-1	-10	104	CCOC(=O)C1(Nc2nccs2)Sc2ccccc2NC1=O (centres undefined)
5	-2	-1	99	7	100	0	-2	-12	-3	-2	99	CCOC(=O)c1sc(NC(=O)CSc2ncn[nH]2)c(C#N)c1C
6	-2	1	98	20	101	0	0	6	0	-1	99	CCc1ccc(-n2c(C)nc3cc(C(=O)NCc4cccnc4)ccc32)cc1
7	-5	-4	108	22	104	0	-3	8	-2	-2	?	Cc1nnc(SC(C(=O)Nc2ccc(Cl)c([N+](=O)[O-])c2)c2ccccc2)[nH]c1=O (centres undefined)
8	-4	-1	98	-7	100	0	1	-47	2	-1	98	N#C/C(=C(/O)c1ccccc1F)c1nc2cc(C(F)(F)F)ccc2s1
9	-2	0	100	17	100	-4	-1	0	-3	-2	102	Cc1ccsc1C(=O)OCC(=O)NCCCc1ccccc1
10	-1	-1	100	15	94	-1	0	-2	0	-2	109	Cc1nc2ccc(S(=O)(=O)NCC(=O)O)cc2s1
11	0	-3	114	-1	115	-6	-3	-32	-2	0	111	CCOc1ccccc1CN1CCN(Cc2nc3c(s2)CCCC3)CC1CCO (centres undefined)
12	-4	-4	101	18	98	-2	-5	34	-2	-1	98	Cc1ccc(Cn2cccc(-c3nc4ccccc4s3)c2=O)cc1
13	1	1	100	5	100	2	2	-16	2	0	102	CCCc1nnc(SCCSc2nnc(CCC)n2N)n1N
14	4	0	92	56*	98	-4	-6	-39	-7	0	?	CC(=O)Nc1ccc(S(=O)(=O)NC2(C(F)(F)F)C(=O)Nc3c2c(=O)[nH]c(=O)n3Cc2ccco2)cc1 (centres undefined)
15	-5	-2	102	2	102	-3	-1	-36	0	-3	?	O=[N+]([O-])c1nn(-c2ccccc2)n(O)c1=NC1CCN(Cc2ccccc2)CC1
16	-11	-9	109	10	106	2	-1	-23	0	-8	106	CCCCNCCCOc1cc(Cl)ccc1Cl
17	.	.	106	13	101	.	.	-10	.	.	?	FC(F)(F)c1nc2ccccc2[nH]1
18	-1	0	100	-4	102	0	-3	0	-2	-3	99	O=C(O)c1nn(-c2ccccc2)ccc1=O
19	-1	-4	97	6	99	-4	-2	-36	-2	-2	95	CCOC(=O)c1c(C)n(CCO)c2ccc(O)cc12
20	-4	-2	106	-24	105	-2	-1	-10	-2	-3	102	C/C(=N\NC(=O)C1CCCN(S(=O)(=O)c2ccccc2)C1)c1ccncc1 (centres undefined)
21	-6	1	101	17	100	0	1	-1	0	-2	106	COc1cc(CNCc2c[nH]c3ccccc23)cc(OC)c1
22	.	.	107	-18	103	.	.	-25	.	.	?	O=C1N(Cc2cccnc2)C[C@@H]2C[C@@H](c3ccccc3C(F)(F)F)N3CCC[C@@]123
23	-7	-11	97	-2	100	-5	-7	-12	-5	-7	102	CCNc1ccc(C(=O)OCC(=O)NCc2ccc(C)cc2)cc1[N+](=O)[O-]
24	-6	0	119	2	122	-1	-1	-17	1	-6	122	CN(C)S(=O)(=O)c1cccc(C(=O)OCC(=O)c2c(N)n(C)c(=O)n(C)c2=O)c1
25	-10	-7	102	-3	102	-2	-5	8	0	-5	100	CCc1cccc(C)c1NC(=O)Cn1c(NCCO)nc2ccccc21
26	-1	-1	90	18	95	-1	-4	-34	0	-2	89	Cc1nn(-c2cc(N3CCOCC3)ccc2N)c(=O)c2ccccc12
27	-15	-10	99	-7	102	0	2	19	0	-11	98	COc1ccc(OC)c(S(=O)(=O)Nc2ccccc2C)c1
28	0	0	104	6	100	0	-3	-25	-2	0	102	CCCCNC(=O)Nc1ccccc1C(=O)Nc1ccc(OC)cc1
29	1	5	103	14	103	0	0	-6	0	3	102	O=C(/C=C/c1c(Cl)cccc1Cl)NCc1ccco1
30	-4	-4	100	21	99	0	0	-42	0	-4	100	CCCn1c(C)cc(C(=O)COC(=O)c2nccnc2N)c1C
31	-11	-2	103	26	106	0	2	4	4	1	105	CCC(=O)Nc1ccc(Cl)c(NC(=S)NC(=O)c2cc3ccccc3o2)c1
32	1	0	101	-19	102	-1	-1	-13	0	0	100	Cc1oc(-c2ccc(Cl)cc2)nc1CN1CCC(C(=O)NCc2ccco2)CC1
33	0	-1	.	-15	.	-2	-5	10	-2	-6	.	COC(=O)c1c(NC(=O)CN2C(=O)c3ccccc3C2=O)sc(Cc2ccc3c(c2)OCO3)c1C
34	0	0	109	42	100	0	-2	1	0	-5	105	Cc1cccc(C(=O)NC2C(=O)NNC2c2ccc(Cl)cc2)c1 (centres undefined)
35	1	-7	102	-5	102	-1	-2	13	-2	-7	102	CCCCC1C2=C(CCCC2=O)OC2=C1C(=O)CCC2
36	-4	-4	101	25	102	-1	-2	-51	-5	-5	99	CCC(=O)NC(=S)Nc1ccc(NC(=O)c2cccc([N+](=O)[O-])c2C)cc1
37	-12	-5	94	0	97	1	0	-1	1	-6	101	COc1ccc(OCC(=O)N/N=C2\CCc3ccccc32)cc1
38	-3	0	98	8	96	-2	-3	-11	-1	-4	96	CCOc1ccc(C(=O)Nc2cccc3nsnc23)cc1[N+](=O)[O-]
39	-6	-1	106	2	110	0	-1	2	2	-4	103	CC(OC(=O)CCc1nc2ccccc2[nH]c1=O)c1ccccc1 (centres undefined)
40	-1	-4	99	-4	98	0	0	-22	-2	0	101	Cc1ccc(N2CCCCn3c2nc2c3c(=O)n(CC(=O)O)c(=O)n2C)cc1
41	-12	-12	100	14	99	0	6	-16	1	-6	97	CC1Cc2ccccc2N1C(=O)CSc1nnc(CNc2ccccc2)o1 (centres undefined)
42	-1	-1	89	4	101	-4	-3	-42	-3	-6	94	Cc1cc(C)cc(N=Cc2ccc([N+](=O)[O-])s2)c1
43	.	.	102	6	99	.	.	-5	.	.	?	CC(Sc1nnc(C(F)(F)F)n1C)C(=O)Nc1ccc(S(N)(=O)=O)cc1 (centres undefined)
44	-1	-2	102	-34	103	0	0	-52	0	-3	102	Cc1nnc2sc(SCC(=O)Nc3ccc(Cl)cc3)nn2c1=O
45	2	4	100	-24	101	0	0	-39	0	-2	98	Cc1c(N/N=C(\C#N)C(=O)c2ccc(Cl)cc2)c(=O)n(-c2ccccc2)n1C
46	-7	-3	99	1	101	-3	-6	-13	-5	-9	98	O=C(COC(=O)C1CC2C=CC1C2)Nc1ccccc1 (centres undefined)
47	0	-4	97	12	101	0	-6	1	-2	-5	95	O=C(/C=C/c1cccc([N+](=O)[O-])c1)N1CCN(Cc2ccc3c(c2)OCO3)CC1
48	-2	-4	91	-3	97	-4	-2	-31	-3	0	93	CCCCN(C(=O)NC(=O)Nc1ccccc1OCC)S(C)(=O)=O
49	1	-4	98	-2	100	-8	-7	-6	-5	-19	107	CCOC(=O)c1sc2nc3n(c(=O)c2c1C)CCC(C)CC3 (centres undefined)
50	-10	-8	100	13	99	0	-5	-11	-5	-10	105	COCCNC(=O)c1ccc2c(=O)n(CCOC)c(=O)[nH]c2c1
51	0	-2	103	22	102	1	-1	1	0	3	102	CC(C)c1ccc(C(=O)NN2C(=O)C3CCCCC3C2=O)cc1 (centres undefined)
52	-2	-4	103	9	102	0	-1	-13	2	-4	101	CSc1ccc(-c2cccc([N+](=O)[O-])c2)nn1
53	-9	-3	103	6	97	8	-6	-3	3	-2	105	CCOC(=O)CNC(=O)CCCCCC(=O)NCC(=O)OCC
54	-2	7	98	9	99	-1	0	-33	-4	0	98	CCN(C(=O)c1cc2cccc(OC)c2oc1=O)c1ccccc1
55	-3	0	102	9	99	1	0	-27	0	-7	?	Nc1cc(C(F)(F)F)ccc1N1CCOCC1
56	-10	-6	99	13	100	0	-2	-28	0	-4	96	CCN1CCCC1CNC(=O)Cn1ncc2c(=O)oc3ccc(C)cc3c21 (centres undefined)
57	-4	2	95	4	95	1	0	-26	0	-1	94	Cc1nn(C)c(=S)n1-c1ccc(Cl)cc1
58	0	-3	100	-8	110	1	0	5	0	0	102	N#Cc1cn(Cc2cccc(Cl)c2)c2ccccc12
59	2	-9	102	-19	103	-3	-8	-7	-3	-8	102	Fc1ccccc1CSc1nncn1NCc1cccs1

2 of the compounds above, with one line to a screen.
[40] Cc1ccc(N2CCCCn3c2nc2c3c(=O)n(CC(=O)O)c(=O)n2C)cc1
[41] CC1Cc2ccccc2N1C(=O)CSc1nnc(CNc2ccccc2)o1 (centres undefined)

screen / no.,40,41
Bfl-1 Bim block,-1,-12
Bcl-2 Bim block,-4,-12
RGS4-Gao reg,99,100
Mcl1 Noxa PPI,-4,14
RGS8-Gao reg,98,99
Bcl-W Bim block,0,0
Bim-Bcl-XL,0,6
Mcl1 Bid PPI,-22,-16
Mcl-1 Bim block,-2,1
Bcl-B Bim block,0,-6
RGS7-Gao reg,101,97

Compound activity as filed in PubChem BioAssay.
